DENV2 CPE – DENV2-induced cell death inhibition; AID 651640; CPE inhibition, % at 9.99 µM; hit rate 1.7% among 350,000; DENV2-infected cells, cytopathic effect rescue, plate reader; in the data active means CPE inhibition above about 20%, passing the limit was not always enough; inconclusive means no clear call, values can overlap the other calls; tested in BHK-21 cells;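 further: 0% = median of neutral control wells and 100% = median of positive control wells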
E-selectin induc – E-selectin induction on HUVECs | P16581 | HUVEC E-selectin immunofluorescence imaging; normalized: neutral wells 0, TNF-alpha wells 100 | activation, % at 7.58 µM | hit rate 0.37% among 260,000;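 active means mean E-selectin-positive cell signal at least 10% of the positive control, reached in at least 60% of replicates, without over 20% cell loss; inconclusive means no rule given, readout overlaps actives, possibly toxicity-flagged; inactive means the rest, including those meeting only one limit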;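 further: in these data hits start at about 27%; measured in HUVEC primary endothelial cells; signal is the percent of cells scored E-selectin positive by PE staining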
Target sequence (P16581 whole entry, looked up): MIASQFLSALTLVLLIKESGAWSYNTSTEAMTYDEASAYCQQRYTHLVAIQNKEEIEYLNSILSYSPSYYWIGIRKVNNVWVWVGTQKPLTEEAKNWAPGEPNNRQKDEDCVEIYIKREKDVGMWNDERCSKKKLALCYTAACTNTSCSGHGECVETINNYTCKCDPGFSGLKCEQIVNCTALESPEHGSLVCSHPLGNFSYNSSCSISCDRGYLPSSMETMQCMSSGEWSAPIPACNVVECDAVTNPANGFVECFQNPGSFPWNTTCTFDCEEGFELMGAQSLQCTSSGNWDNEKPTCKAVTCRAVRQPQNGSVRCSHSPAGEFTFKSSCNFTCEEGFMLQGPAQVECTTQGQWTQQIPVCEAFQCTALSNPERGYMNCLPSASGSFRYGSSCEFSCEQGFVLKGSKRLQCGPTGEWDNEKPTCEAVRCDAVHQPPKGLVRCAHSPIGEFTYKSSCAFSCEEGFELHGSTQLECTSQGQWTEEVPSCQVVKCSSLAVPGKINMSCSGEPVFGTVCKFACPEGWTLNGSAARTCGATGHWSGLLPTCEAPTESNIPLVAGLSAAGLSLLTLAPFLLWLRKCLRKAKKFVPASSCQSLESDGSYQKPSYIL
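Test system: HUVEC | Signal: Immunofluorescence imaging | Read-out: Percent E-selectin-positive cells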
Statin myotox sup – suppression of simvastatin myotoxicity; hit rate 0.78% among 330,000; C2C12 myotubes + simvastatin, ATP luminescence, 48 h; scaled: DMSO 0, geranylgeraniol control 100; rescue of ATP level, % at 7.49 µM; AID 602340;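 active means mean ATP rescue above about 67%, or every replicate alone reaching that limit, limit read from the data, passing the limit was not always enough; inconclusive means no clear call, values can overlap the other calls; inactive means mean under the limit and some replicate under it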;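 further: myotubes were challenged with 10 µM simvastatin during compound exposure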
S100A4 inh HTS – S100A4-myosin IIA interaction inhibition; P26447; S100A4/TAMRA-MyoIIA peptide fluorescence polarization; inhibition, % at 10.7 µM; hit rate 0.14% among 360,000;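 active means mean inhibition of at least 70% across replicates, with every replicate also reaching that level; inconclusive means mean inhibition reaches 70% but some replicates fall short; inactive means mean inhibition below 70%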
Target sequence (P26447 whole entry, looked up): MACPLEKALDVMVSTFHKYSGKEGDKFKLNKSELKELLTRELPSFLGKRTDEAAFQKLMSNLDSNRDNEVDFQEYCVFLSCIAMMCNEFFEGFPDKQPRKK
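Test system – S100A4 monomer (human) · Compound – single-point compound testing · Schedule – 5 min incubation before reading · Probe or stimulus – TAMRA-labelled myosin IIA heavy-chain peptide probe, 5 nM · Benchmarks – neutral control DMSO, positive control TFP · Medium – Calcium-containing HEPES buffer, pH 7.2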
SIRT5 block – inhibitors of human sirtuin-5 desuccinylase | hit rate 1.1% among 330,000 | Q9NXA8 | Purified SirT5, succinyl-peptide AMC, trypsin-coupled fluorescence | AID 652115 | inhibition, % at 15 µM; in the data active means inhibition above about 15%; inconclusive means no clear call, values can overlap the other calls
Target sequence (Q9NXA8 whole entry, looked up): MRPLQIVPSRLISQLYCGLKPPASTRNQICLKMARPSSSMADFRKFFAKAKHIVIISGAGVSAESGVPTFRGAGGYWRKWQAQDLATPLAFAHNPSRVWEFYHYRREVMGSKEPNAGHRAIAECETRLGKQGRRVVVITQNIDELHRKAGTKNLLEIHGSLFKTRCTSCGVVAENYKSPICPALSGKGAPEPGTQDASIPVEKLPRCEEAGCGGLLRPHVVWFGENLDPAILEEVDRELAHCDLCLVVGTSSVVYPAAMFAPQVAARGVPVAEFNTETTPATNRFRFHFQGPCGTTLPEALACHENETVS
ERp5 inh – inhibitors of human ERp5; ERp5 insulin aggregation, absorbance 650 nm, 90 min; inhibition, % at 9.99 µM; hit rate 0.05% among 350,000;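 active means mean replicate inhibition above about 25%, with every replicate also reaching it, limit read from the data, passing the limit was not always enough; inconclusive means only one of those two criteria met; inactive means neither criterion met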
PglD DTNB – PglD (C. jejuni) enzyme inhibition; purified PglD enzyme, DTNB colorimetric CoA detection; inhibition, % at 12.5 µM; hit rate 0.098% among 360,000; AID 602405; in the data active means inhibition above about 16%, passing the limit was not always enough; inconclusive means no clear call, values can overlap the other calls; further: strong numbers were not always called active
An asterisk follows results filed as active; ? = inconclusive; · = no result given. The list is partial. The share of hits here may be higher or lower than overall.

Structure	DENV2 CPE	S100A4 inh HTS	PglD DTNB	Statin myotox sup	SIRT5 block	E-selectin induc	ERp5 inh
COc1cc(NS(=O)(=O)c2ccc(NS(=O)(=O)c3ccc(NC(C)=O)cc3)cc2)nc(OC)n1	1	-5	4	-2	6	0.4	1
O=C(CNC(=O)c1ccc(Cl)cc1)c1ccc(Cl)cc1	2	-2	-3	3	0	0.0	-1
CCCCNC(=O)N1CCN(S(C)(=O)=O)CC1	·	3	·	13	2	-0.2	-1
CCc1noc(C)c1C(=O)Nc1nc2c(F)cc(F)cc2s1	2	1	-2	-49	0	0.3	8
Cc1cccc(NC(=O)c2ccc3c(c2)CCN3S(C)(=O)=O)c1C	-6	-2	3	-2	-1	·	0
CCN(CC)c1ccc(C(=O)OCC(=O)Nc2sccc2C#N)cc1	-1	0	·	·	2	·	4
C[C@@H]1CCCCO[C@H](CN(C)Cc2ccccc2)[C@H](C)CN([C@@H](C)CO)C(=O)c2cc(NS(=O)(=O)c3cccs3)ccc2O1	·	-4	0	·	2	·	-1
COc1cccc(/C=C2/C(=O)NN(c3ccc(F)cc3)C2=O)c1	-1	-5	-5	6	0	1.0	3
C[C@@H]1CN([C@@H](C)CO)C(=O)c2cc(NC(=O)Nc3ccccc3)ccc2O[C@H]1CN(C)S(C)(=O)=O	·	0	-1	16	0	-1.0	-1
Fc1cccc(Cc2c(C3CCCCC3)nc3ccc(Cl)cn23)c1	3	-12	5	2	-5	-2.1	2
O=C(CN1C(=O)COc2ccccc21)Nc1ccccc1F	1	1	1	2	1	·	1
CN1CCN(c2ccc(-c3ccc4ccccc4n3)cc2)CC1	12	3	·	·	-1	2.1	-9

Single records (already shown).
Record of CCc1noc(C)c1C(=O)Nc1nc2c(F)cc(F)cc2s1 : DENV2 CPE = 2; S100A4 inh HTS = 1; PglD DTNB = -2; Statin myotox sup = -49; SIRT5 block = 0; E-selectin induc = 0.3; ERp5 inh = 8
Record of C[C@@H]1CCCCO[C@H](CN(C)Cc2ccccc2)[C@H](C)CN([C@@H](C)CO)C(=O)c2cc(NS(=O)(=O)c3cccs3)ccc2O1 : DENV2 CPE = ·; S100A4 inh HTS = -4; PglD DTNB = 0; Statin myotox sup = ·; SIRT5 block = 2; E-selectin induc = ·; ERp5 inh = -1

Continued.
Structure	DENV2 CPE	S100A4 inh HTS	PglD DTNB	Statin myotox sup	SIRT5 block	E-selectin induc	ERp5 inh
CCCCCCN1CCN(C2CN(CCCC)S(=O)(=O)C2)CC1 (stereo not given)	6	-14	-1	4	-4	8.5	-2
O=C(Nc1ccc(Cl)cn1)c1cccc2ccccc12	-2	0	8	-55	0	·	2
C=CCOCCn1[nH]c2ccccc2c1=O	-10	-2	-7	2	-12	0.2	1
O=C(Nc1ccc2c(c1)C(=O)NC2=O)c1cccc(Cl)c1	0	9	0	-6	-1	0.3	?
COc1ccc(-c2csc(N(CC3CCCO3)C(=O)c3ccccc3)n2)cc1 (stereo not given)	·	-30	·	·	-6	·	-1
CSc1cccc(NC(=S)N(CCN(C)C)C(C)c2ccncc2)c1 (stereo not given)	13	-4	3	·	-5	·	5
O=C1Nc2cc(Cl)cnc2N2CCCC12 (stereo not given)	-3	-2	·	-1	·	-0.1	0
CN(CCC#N)c1ccc(C=C(C#N)c2ccc(Br)cc2)cc1	-11	2	·	·	·	0.7	2
O=S(=O)(c1ccccc1)c1nc(-c2ccc(Cl)cc2)oc1NCCCN1CCOCC1	11	-9	-1	-3	10	0.2	-9
Cc1csc2c(N(C)CCO)ncnc12	-3	0	·	·	-2	·	3
CC1=C(C(N)=O)C(c2ccc(C)o2)C(C(N)=O)=C(C)N1	·	·	-2	-9	·	0.3	·
CC1(C)OCC(CNC(=O)c2[nH]c(C(F)(F)F)nc2-c2ccccc2)O1 (stereo not given)	·	0	-4	-3	0	0.2	-11

Additional entries.
Structure	DENV2 CPE	S100A4 inh HTS	PglD DTNB	Statin myotox sup	SIRT5 block	E-selectin induc	ERp5 inh
Cc1cccc(-c2ccc([C@H]3[C@@H](CO)N4CCCCN(CCC(F)(F)F)C[C@@H]34)cc2)c1	-13	0	-2	·	0	-0.6	-1
C=CCNC(=O)C1CCCN(S(C)(=O)=O)C1 (stereo not given)	·	-8	-2	25	-2	·	3
Fc1ccc(Nc2nc(-c3cccnc3)cs2)cc1	-1	1	·	·	3	0.4	-1
CCCNC(=O)N1C[C@H]2[C@@H](c3ccccc31)[C@@H](CO)N2C(=O)NC(C)C	2	47	5	11	-2	0.0	4
COc1ccccc1NC(=O)N[C@@H]1C=C[C@H](CC(=O)N[C@@H](C)c2ccccc2)O[C@H]1CO	66*	-39	1	4	-4	-0.1	-4
COc1ccc(NC(=O)N2C[C@@H](O)COC[C@@H]3O[C@@H](CC(=O)N4CCCCC4)CC[C@H]32)cc1	-1	-2	-1	-5	-1	0.0	3
COc1ccccc1NC(=O)Nc1ncccc1C	·	·	-2	3	·	-0.2	·
CCOc1ccccc1OCC(=O)Nc1cccc(S(=O)(=O)N2CCCCCC2)c1	-3	6	-5	-5	0	-0.1	8
N#CCSc1ccccc1NC(=O)COC(=O)CCN1C(=O)C2CC=CCC2C1=O (stereo not given)	10	-3	1	-11	1	·	-1
COc1ccc(C(=O)Nc2ccccc2C(=O)Nc2cc(C)ccn2)cc1	5	3	-2	-41	-4	0.0	2
Nc1cc(C(=O)OCC(=O)NCc2ccco2)ccc1Cl	·	-3	3	0	13	·	7
CCOC(Cn1ccc(=O)[nH]c1=O)OCC	4	0	-1	3	-2	-0.7	-3

In a second layout: 4 of the compounds above
CCOC(Cn1ccc(=O)[nH]c1=O)OCC
  DENV2 CPE = 4
  S100A4 inh HTS = 0
  PglD DTNB = -1
  Statin myotox sup = 3
  SIRT5 block = -2
  E-selectin induc = -0.7
  ERp5 inh = -3

CCCNC(=O)N1C[C@H]2[C@@H](c3ccccc31)[C@@H](CO)N2C(=O)NC(C)C
  DENV2 CPE = 2
  S100A4 inh HTS = 47
  PglD DTNB = 5
  Statin myotox sup = 11
  SIRT5 block = -2
  E-selectin induc = 0.0
  ERp5 inh = 4

COc1ccc(C(=O)Nc2ccccc2C(=O)Nc2cc(C)ccn2)cc1
  DENV2 CPE = 5
  S100A4 inh HTS = 3
  PglD DTNB = -2
  Statin myotox sup = -41
  SIRT5 block = -4
  E-selectin induc = 0.0
  ERp5 inh = 2

COc1ccccc1NC(=O)Nc1ncccc1C
  DENV2 CPE = ·
  S100A4 inh HTS = ·
  PglD DTNB = -2
  Statin myotox sup = 3
  SIRT5 block = ·
  E-selectin induc = -0.2
  ERp5 inh = ·

(more compounds)
Structure	DENV2 CPE	S100A4 inh HTS	PglD DTNB	Statin myotox sup	SIRT5 block	E-selectin induc	ERp5 inh
COC(=O)C(C)n1nnc2sc(-c3ccccc3)cc2c1=O (stereo not given)	-4	-5	·	·	-3	0.0	0
C[C@@H](O)C#Cc1cnc2c(c1)C(=O)N([C@@H](C)CO)C[C@H](C)[C@H](CN(C)Cc1ccccn1)O2	13	-2	2	11	-4	0.8	-1
CCN(CC(=O)Nc1ccc(OC)cc1)CC(=O)Nc1cccc(S(=O)(=O)N2CCOCC2)c1	-7	-2	5	-6	-2	0.3	0
CO[C@@H]1CN(C)C(=O)c2ccc(NS(=O)(=O)c3cccc(Cl)c3)cc2OC[C@@H](C)NC[C@@H]1C	3	-28	1	-16	-6	-0.1	1
COC(=O)c1cc(OC)c(OC)cc1NC(=O)c1ccccc1C	·	0	·	5	-1	·	3
O=C(COC(=O)Cc1ccc(Cl)cc1Cl)NCc1ccccc1	-4	10	-6	5	-1	-0.3	-1
Cc1ccc(N2CCN(S(=O)(=O)c3c(C)nc4sccn4c3=O)CC2C)cc1 (stereo not given)	-2	-5	-1	4	4	·	-5
C[C@@H]1CCCCO[C@H](CN(C)C(=O)C2CCCCC2)[C@H](C)CN([C@@H](C)CO)C(=O)c2cc(NC(=O)c3ccccc3)ccc2O1	-4	4	1	·	-3	-0.1	3
COc1cccc(-c2ccc3c(c2)[C@H]2[C@H](CCN2S(=O)(=O)C2=NC(C)C=N2)[C@H](CO)N3C)c1 (stereo not given in full)	-10	·	1	18	·	0.8	·
O=C(CCC(=O)OCc1ccc(Cl)cc1)Nc1ccccc1	1	0	-9	5	3	·	6
O=C(CN1CCN(Cc2cccc(C(F)(F)F)c2)CC1)NCC(=O)Nc1ccc(F)c(F)c1F	-3	4	-1	-2	-2	·	13
CCOC(=O)Cn1c(=NC(=O)CC)sc2c(C)cc(C)cc21	-3	1	2	·	-8	0.3	-5

Next structures:
Structure	DENV2 CPE	S100A4 inh HTS	PglD DTNB	Statin myotox sup	SIRT5 block	E-selectin induc	ERp5 inh
CN1c2ccc(-c3cccc(F)c3)cc2[C@@H]2[C@@H](CCN2C(=O)C2CC2)[C@@H]1CO	3	-1	2	0	-20	0.4	2
O=C(NC(=O)c1cccc(Cl)c1)OC[C@@H]1CCCN2CCCCC12 (stereo not given in full)	-3	-6	0	-7	·	-0.1	7
COc1ccccc1Nc1nnc(SCc2cc(=O)n3ccsc3n2)s1	1	-1	11	-5	-1	-2.4	2
C=CC[C@@H](CC(=O)N[C@@H](CO)Cc1ccccc1)C(=O)N[C@@H](COC(=O)[C@@H](CC=C)CC(=O)OC(C)(C)C)Cc1c[nH]c2ccccc12	2	-1	-3	2	-7	0.7	-6
O=C(OCC(=O)c1ccc(Cl)s1)c1ccc2ccccc2n1	-8	-4	-4	·	-3	·	3
COc1ccc(C)cc1N(C)C(=O)Cc1c(C(=O)O)n(C)c2ccccc12	-12	-5	0	10	29*	0.3	5
CC(=O)c1cccc(S(=O)(=O)N2CCC(C(=O)Oc3ccc(-c4nnco4)cc3)CC2)c1	-8	3	1	14	-5	4.1	0
CCN(CCNC(=O)C1=C(C)C(=O)OC12CCC(C)CC2)c1ccccc1 (stereo not given)	2	-1	-3	·	2	9.8	-3
COc1ccc(-n2c(SC(C)C(=O)N3CCOCC3)nc3ccccc3c2=O)cc1 (stereo not given)	5	0	-3	3	-3	1.4	-1
C[C@H](CO)N1C[C@H](C)[C@@H](CN(C)Cc2ccc(Oc3ccccc3)cc2)Oc2ccc(NS(=O)(=O)c3ccccc3)cc2CC1=O	-27	12	-1	33	14	0.2	4

In the list so far, four have an aryl thioether with sulfur outside any ring.
Structure	DENV2 CPE	S100A4 inh HTS	PglD DTNB	Statin myotox sup	SIRT5 block	E-selectin induc	ERp5 inh
CSc1cccc(NC(=S)N(CCN(C)C)C(C)c2ccncc2)c1 (stereo not given)	13	-4	3	·	-5	·	5
N#CCSc1ccccc1NC(=O)COC(=O)CCN1C(=O)C2CC=CCC2C1=O (stereo not given)	10	-3	1	-11	1	·	-1
COc1ccccc1Nc1nnc(SCc2cc(=O)n3ccsc3n2)s1	1	-1	11	-5	-1	-2.4	2
COc1ccc(-n2c(SC(C)C(=O)N3CCOCC3)nc3ccccc3c2=O)cc1 (stereo not given)	5	0	-3	3	-3	1.4	-1

Screens: PubChem BioAssay, Broad Institute
